# Screening results as filed in PubChem BioAssay.
# Pol III holo inh: inhibitors of bacterial DNA polymerase III holoenzyme; reconstituted DNA polymerase III holoenzyme replication, biochemical; Potency, µM (doses to about 57.1 µM), without a hit: at the highest dose activity change, negative = inhibition; 0.25% of 71,000 active; also: potency is read from the fitted curve at half-maximal effect; % is scaled to controls: 0 for no effect and ±100 for the full control effect
#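 Reconstituted *E. coli* holoenzyme (0.35 nM Pol III, 1 nM beta, 154 nM SSB, 2 nM primase) was preincubated with compound for 15 min at RT. Synthesis on 1.4 nM ssM13Gori ran 35 min, then was stopped with PicoGreen/EDTA and read as dsDNA fluorescence.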
# Rhodamine fluor: compound autofluorescence in rhodamine spectral region | Rhodamine-region fluorescence, 547/598 nm, Tris buffer; stronger effect = higher value | max dye-equivalent concentration, M | 0.05% of 59,000 active; in the data active = max dye-equivalent concentration above about 11 nM; inconclusive = between about 1.1 nM and that limit
#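 qHTS spectral profiling of compounds without any target or enzyme present, in pH 8.0 Tris buffer; plates were read after a 15-minute room-temperature incubation using the rhodamine-region filter set.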
# Fluorescein autfl: compound autofluorescence in fluorescein spectral region | Compound autofluorescence, 480/540 nm, fluorescein-equivalent; stronger effect = higher value | 0.91% of 59,000 active | max fluorescein-equivalent concentration, M; in the data active = max fluorescein-equivalent concentration above about 10 nM; inconclusive = between about 1.1 nM and that limit
#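 Fluorescein stocks ranging 3 mM down to 300 nM, plus DMSO blanks, were pinned alongside compounds to build a per-plate standard curve. Buffer: 100 mM Tris, pH 8.0. Incubation 15 min, room temperature; filters 480/540 nm.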
# GFP derepression: epigenetic modulators derepressing GFP locus in mouse cells; mouse C127i GFP locus derepression, cytometry, 30 h; Potency, µM (highest dose often 46.1 µM), without a hit: at the top dose GFP derepression (activation); 0.09% of 68,000 active; also: % of control where 0% means no effect
#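 Derepression screen: silenced CMV-GFP reporter in murine C127i cells, 30 h compound incubation at 37 C, washed cells imaged by laser-scanning cytometer to enumerate GFP-expressing objects of 20 to 120 um.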
# ALOX15 inhib: 15-hLO (ALOX15) enzyme inhibition; P16050; purified 15hLO-1, xylenol orange hydroperoxide absorbance; Potency, µM (titrated, usually from 57.1 µM), for the others: at the top dose activity change, negative = inhibition, hits mostly inhibitors; 1.4% of 74,000 active; AID 887; also: potency is read from the fitted curve at half-maximal effect; % is scaled to controls: 0 for no effect and ±100 for the full control effect; nearly all actives have a fitted effect of over 55% in size
# Target sequence (P16050 whole entry, looked up): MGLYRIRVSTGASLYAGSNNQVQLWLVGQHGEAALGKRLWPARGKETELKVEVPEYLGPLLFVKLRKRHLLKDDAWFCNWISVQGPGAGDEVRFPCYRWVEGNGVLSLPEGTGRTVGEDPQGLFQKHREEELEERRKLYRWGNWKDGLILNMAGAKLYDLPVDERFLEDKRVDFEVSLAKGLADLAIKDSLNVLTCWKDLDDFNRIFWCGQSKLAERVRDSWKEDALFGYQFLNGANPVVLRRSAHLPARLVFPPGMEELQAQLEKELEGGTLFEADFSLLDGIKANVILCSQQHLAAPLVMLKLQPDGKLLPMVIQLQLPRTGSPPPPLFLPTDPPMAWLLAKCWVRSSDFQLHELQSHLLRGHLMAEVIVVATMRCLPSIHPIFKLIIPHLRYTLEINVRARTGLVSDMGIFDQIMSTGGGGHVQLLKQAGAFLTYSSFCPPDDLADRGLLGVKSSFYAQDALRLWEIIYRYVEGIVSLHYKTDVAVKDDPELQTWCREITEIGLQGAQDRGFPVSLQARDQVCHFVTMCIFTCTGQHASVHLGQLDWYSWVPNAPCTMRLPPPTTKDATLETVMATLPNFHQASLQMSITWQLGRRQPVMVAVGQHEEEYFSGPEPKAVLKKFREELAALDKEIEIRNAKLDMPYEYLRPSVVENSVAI
#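 Readout: Fe(III)-xylenol orange absorbance, 573-to-405 nm ratio as reaction progress. Enzyme 40 nM purified human 15hLO-1, substrate 50 uM arachidonic acid, 6 min RT after 15 min compound preincubation; Hepes pH 7.5 buffer with Triton X-100.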
# HBB splice mod: alters splicing of the hemoglobin beta chain. HBB splicing reporter cell assay, activation; EGFP reporter with mutant IVS2-654 intron; response scale: normalised to 500 nM splice-correcting PNA. Potency, µM (series often up to 46.1 µM), for the others: at the top dose activation, most hits filed as activators. 0.06% of 65,000 active. AID 925; also: potency is read from the fitted curve at half-maximal effect; 0% is about no effect
#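 Compounds were applied for 2 days to HeLa EGFP-654 cells, 500/well in Optimem with 2% FCS. The reporter's EGFP is disrupted by mis-splicing of beta-globin intron IVS2-654. Readout: summed well GFP fluorescence from 488 nm laser scanning; reference was 500 nM antisense […] 654 PNA.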
# TexasRed autofl: Texas Red region autofluorescence | Compound fluorescence, Texas Red channel, 547/618 nm; stronger effect = higher value | max dye-equivalent concentration, M | 0.06% of 59,000 active; in the data active = max dye-equivalent concentration above about 10 nM; inconclusive = between about 1.1 nM and that limit
#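 qHTS profiling of intrinsic compound fluorescence; 100 mM Tris pH 8.0; 15 min RT; ex 547 / em 618 nm; response expressed as Texas Red dye-equivalent concentration from six-point plate standard.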
# HADH2 inhib: blocks human hydroxyacyl-CoA dehydrogenase type II. Q99714. recombinant HADH2, NADH fluorescence, beta-hydroxybutyryl-CoA. Potency, µM (top dose mostly 57.1 µM), for the others: at the highest dose activity change, negative = inhibition, usual class: inhibitors. 3.4% of 73,000 active; also: potency is read from the fitted curve at half-maximal effect; % is scaled to controls: 0 for no effect and ±100 for the full control effect; nearly all actives have a fitted effect of over 60% in size; many of its hits are not listed in these tables
# Target sequence (Q99714 whole entry, looked up, one chain of several): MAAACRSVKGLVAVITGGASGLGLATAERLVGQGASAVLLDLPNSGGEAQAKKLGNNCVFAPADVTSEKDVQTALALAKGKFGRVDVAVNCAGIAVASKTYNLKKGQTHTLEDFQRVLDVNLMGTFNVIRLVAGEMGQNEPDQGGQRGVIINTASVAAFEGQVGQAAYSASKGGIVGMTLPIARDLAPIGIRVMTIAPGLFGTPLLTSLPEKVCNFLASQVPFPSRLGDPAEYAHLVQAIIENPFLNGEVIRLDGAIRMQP
#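 Buffer 100 mM Tris-HCl pH 9.0/0.01% Tween-20; HADH2 20 nM; NAD+ 1 mM; beta-hydroxybutyryl-CoA 90 uM (all final). 15 min cpd preincubation, RT.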
# Hsp90 Hop PPI: changes Hsp90-Hop TPR2A binding signal, up or down; AlphaScreen TPR2A-His6 binding biotin-Hsp90 C-terminal peptide; Potency, µM (doses to about 57 µM), without a hit: at the highest dose activity change, negative = inhibition; 0.44% of 71,000 active; active = well fitted curve in either direction with a large enough effect; inconclusive = small, poorly fitted or top-dose-only effect, or another doubt; also: potency is read from the fitted curve at half-maximal effect; % is scaled to controls: 0 for no effect and ±100 for the full control effect; many of its hits are not listed in these tables
# Ub-GFP proteasome: proteasome inhibitors stabilizing ubiquitin-GFP reporter | 67,000 tested, under 10 active | AID 526 | Ubiquitin-GFP reporter cells, proteasome inhibition, GFP fluorescence; response scale: untreated = 0%, 10 µM MG-132 = 100% | Potency, µM (titrated, usually from 45.9 µM), without a hit: top-dose activation (GFP accumulation), usual class: activators; active = well fitted activation curve with a large enough effect, not every such curve was filed as active; inconclusive = small, poorly fitted or top-dose-only effect, or another doubt; inactive = no such curve, though single readings can be large or run the other way; also: potency is read from the fitted curve at half-maximal effect
#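 U2OS cells stably expressing ubiquitin(G76V)-GFP, seeded overnight in 0.5% FBS medium, were exposed to compounds (qHTS, 46 uM to 2.9 nM) for 4 hr at 37 °C. GFP-positive cells were counted by laser cytometry (488 ex/515 em), normalized between basal and 10 uM MG-132.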
# 4-MU autofl: compound fluoresces in the 4-MU spectral region. compound autofluorescence, 340/450 nm, 4-MU equivalents; stronger effect = higher value. 11% of 59,000 active. max dye-equivalent concentration, M; in the data active = max dye-equivalent concentration above about 10 nM; inconclusive = mostly about 1.1 nM to 9.6 nM
#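 Intrinsic fluorescence at 340/450 nm (ex/em) was read after 15 min at room temperature in pH 8.0, 100 mM Tris. Each compound concentration expressed as 4-MU-equivalent concentration from a six-point 4-MU standard series on each plate.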
# * = called active by the depositor; i = inactive; ? = inconclusive; . = no result given; [ ] = remark or other dose. Unless noted, calls follow the shape of the dose curve; as a rule, active = well fitted curve in the direction sought with a large enough effect; inconclusive = small, poorly fitted or top-dose-only effect, or another doubt; inactive = no such curve, though single readings can be large; an effect the other way counts as inactive or inconclusive. Not all compounds are listed; the hit share may differ from the screen's.
Compound | Pol III holo inh | Rhodamine fluor | Fluorescein autfl | GFP derepression | ALOX15 inhib | HBB splice mod | TexasRed autofl | HADH2 inhib | Hsp90 Hop PPI | Ub-GFP proteasome | 4-MU autofl
Cn1c(SCC(=O)N(C2CCCCC2)C2CCCCC2)nnc1-c1cccs1 | -1% | i | i | -3% | -13% | -0.1% | i | 1% | -8% | -6% | i
COc1ccc(NCc2nnc(SCC(=O)Nc3cc(C(F)(F)F)ccc3Cl)o2)cc1 | -7% | i | ? | -4% | -16% | . | i | -9% | ? | -2% | i
COc1ccccc1NC(=O)c1ccc(NC(=O)CSc2nnnn2C)cc1 | 0% | i | ? | 0% | 0% | -1.3% | ? | 6% | -9% | -2% | i
CCOC(=O)c1c(NC(=O)CSc2nnnn2-c2ccc3c(c2)OCO3)sc(C)c1C | -2% | i | i | 0% | -8% | . | i | 33%[activator] | ? | -4% | i
Cc1ccc(N2CCCCn3c2nc2c3c(=O)[nH]c(=O)n2C)cc1 | ? | i | i | -2% | 1% | 1.9%[0.369 µM] | i | -1% | -2% | . | i
CCSc1nnc(Cn2c(=O)sc3ccccc32)n1-c1ccccc1C | -4% | . | . | -3% | -1% | -0.5% | . | -16% | -4% | 9% | .
CCCN1CCN(CCCNC(=O)Cn2nc(-c3ccc(C)cc3)ccc2=O)CC1 | 0% | i | ? | 4% | 6% | -0.2% | i | 14% | -7% | -7% | i
CCCCS(=O)(=O)Nc1ccc(C(=O)NCC2CCCO2)cc1 (stereo unspecified) | -2% | i | ? | -3% | 6% | 1.7% | ? | -2% | 3% | 3% | i
COc1ccc(N2CCN(C(=O)CC(NC(N)=O)c3cccc(Oc4ccccc4)c3)CC2)cc1 (stereo unspecified) | 2% | i | i | -1% | -9% | -1.8% | i | 30%[activator] | -15% | -3% | i
CCc1cccc(C)c1NC(=O)CSc1nnc(-c2cc3cc(Br)ccc3o2)n1CC | 1% | i | i | 5% | -18% | -0.1% | i | ? | -4% | 1% | i
CCOC(=O)C1CCCN(c2c(Nc3ccc(C)c(C)c3)c(=O)c2=O)C1 (stereo unspecified) | -8% | . | . | . | 1% | 0.4% | . | -10% | -5%[2.3 µM] | -2% | .
CN(C)c1ccc(C(=O)Nc2nc3c(s2)CCCC3)cc1 | -7% | . | . | . | -34% | -0.6% | . | 25µM* | ? | -4% | .
O=C1c2cccnc2C(=O)N1Cc1cccs1 | -11% | . | . | . | 4% | 0.5% | . | 0% | ? | 17% | .
CCC(c1nnnn1C(C)(C)CC)N(CCCO)Cc1cc2cc(C)cc(C)c2[nH]c1=O (stereo unspecified) | -6% | i | i | 5% | ? | . | i | 8% | -4% | -4% | 1.1e-08M*
COc1ccc(-c2nc(-c3ccccc3)no2)c(OC)c1 | 2% | i | i | 0% | -4% | -0.8% | i | -1% | ? | 0% | i
COc1ccccc1N(CC(=O)Nc1ccc2c(c1)OCCO2)S(C)(=O)=O | 0% | i | i | -3% | -5% | . | i | -9% | -1% | -6% | i
C=CCn1c(SCC(=O)C(C)(C)C)nnc1-c1cccs1 | -1% | i | i | 0% | 6% | 2.4%[1.84 µM] | ? | 4% | -1% | -2% | i
CSc1cccc(NS(=O)(=O)c2cccs2)c1 | -4% | i | i | 0% | 14% | -0.2% | i | 2% | -4% | -1% | i
CC1(C)Cc2c(sc3c2c(=N)n(Cc2ccco2)c(=O)n3Cc2ccccc2)CO1 | -1% | i | i | 0% | -5% | 1.6% | ? | -2% | -14% | -4% | 2.5e-08M*
COCCC(=O)N(Cc1ccc2c(c1)OCO2)C(C(=O)NC1CCCCC1)c1ccncc1 (stereo unspecified) | -7% | i | ? | -1% | 9% | -0.4%[57.5 µM] | i | ? | 0% | -1% | i
COc1cccc(C(=O)Nc2ccc(NC(=O)C(C)C)nc2)c1 | -5% | i | i | 0% | -19% | . | i | -10% | 1% | -2% | i
CC(=O)c1cccc(NC(=O)Nc2cccnc2)c1 | -6% | i | i | 3% | -1% | -0.1% | i | 5% | -2% | -3% | i
c1cc(-c2nnc3n2CCCCC3)ccn1 | -1% | i | ? | 1% | 6% | -3.1% | i | -1% | -4% | 4% | i
CCOC(=O)c1cccc(NC(=O)c2cnccn2)c1 | -5% | i | i | -3% | -2% | 0.7%[57.5 µM] | ? | 7% | -3% | 3% | i
Cc1ccc(NC(=O)NC2CCN(CC(=O)Nc3nccs3)CC2)cc1 | -4% | i | i | 2% | -2% | . | i | 14% | 4% | -7% | i
NC(=O)C1CCN(c2nc(-c3ccccc3)nc3ccccc23)CC1 | -6% | i | ? | 1% | -6% | -0.3%[57.5 µM] | i | -8% | -5% | -2% | i
CCn1c(C)nc2cc(S(=O)(=O)N3CCCC3)ccc21 | -1% | . | . | -2% | -9% | -0.4% | . | -9% | -5% | 10% | .
Cn1ncc(N=Cc2c(O)ccc3ccccc23)c1C(=O)N1CCOCC1 | . | i | 1.7e-08M* | -7%[20.6 µM] | . | . | i | . | . | . | i
Cc1ccc(-c2c3c(=O)n(C)c(=O)n(C)c3cn2CCCN2CCOCC2)cc1 | -4% | i | ? | 3% | -8% | -2.0%[57.5 µM] | i | 11% | -6% | 1% | ?
c1ccc(Cn2nnnc2CN2CCCC2)cc1 | 0% | i | ? | 2% | -9% | . | i | 18% | ? | -2% | i
CCn1nnnc1SCC(=O)Nc1cc(OC)cc(OC)c1 | -3% | i | i | 3% | -7% | 1.2% | i | 14% | 0% | -3% | i
COc1ccc(-n2nnnc2SCC(=O)NCc2ccco2)cc1OC | -3% | i | i | -2% | 11% | -0.3%[57.5 µM] | i | -12% | -4% | 1% | i
O=C(CCS(=O)(=O)Cc1ccccc1)N1CCN(Cc2ccccc2)CC1 | -1% | i | ? | 2% | 6% | 0.4% | i | 10% | -1% | -8% | i
COC(=O)Nc1nnc(Cc2ccccc2)s1 | -4% | i | ? | -2% | 0% | -1.8% | ? | -2% | -1% | 1% | i
CC1(C)CC(N(Cc2ccco2)C(=O)Cc2ccccc2)CCO1 (stereo unspecified) | . | i | ? | -1%[20.6 µM] | . | . | i | . | . | . | i
COc1c(C)cc(Br)cc1C(=O)Nc1cccc(-c2nc3ncccc3o2)c1 | -4% | . | . | . | -10% | -0.6% | . | -5% | 4% | 2% | .
Cc1ccc(C)c(N2CCN(S(=O)(=O)c3ccc4c(c3)CCC(=O)N4)CC2)c1 | -2% | i | i | 1% | -15% | -1.9% | i | -12% | -7% | -7% | i
CCCOc1ccccc1NC(=O)CC1Nc2ccccc2NC1=O (stereo unspecified) | -8% | i | ? | -3% | ? | 0.7% | ? | -7% | -1% | 2% | ?
Cc1cc(N2CCN(C)CC2)nc2ccc(NC(=O)c3ccc4c(c3)OCO4)cc12 | -10% | i | i | 4% | -3% | -0.1% | i | -13% | -6% | -4% | 1.9e-08M*
CCN(CC)C1=CC(=O)OC12CCCCC2 | 2% | . | . | 0% | 6% | -0.6%[9.22 µM] | . | 4% | 0% | -8% | .
CCNc1ccc(C(=O)OCC)cc1NC(=O)c1cc(S(=O)(=O)N2CCOCC2)ccc1C | -2% | i | i | 5% | -2% | 0.1%[57.5 µM] | ? | 2% | -10% | 1% | i
Cc1ccc2nc(-c3ccccn3)cc(C(=O)NC3CCN(C)CC3)c2c1 | -3% | i | i | 0% | 24% | 1.7% | i | -16% | -7% | 11% | ?
Cc1cccc2cc(CN(CCN3CCOCC3)C(=O)Nc3ccccc3F)c(=O)[nH]c12 | -4% | i | i | -2% | -5% | . | i | -4% | 0% | 3% | i
CCOC(=O)CNC(=O)CSc1nnnn1-c1ccc(C)c(C)c1 | -5% | i | ? | 3% | 0% | -1.4% | ? | 4% | -2% | 2% | i
Cc1nccn1C[C@@H]1CCc2c(c3ccccc3n2C)C1=O | -4%[25.6 µM] | i | ? | 0%[20.6 µM] | 5%[25.6 µM] | 0.8%[20.6 µM] | i | -6%[25.6 µM] | 0%[26 µM] | 2%[20.5 µM] | i
Cc1ccc(OC(=O)c2ccc(C)c(C)c2)cn1 | -4% | i | i | -3% | -8% | -4.6% | i | 5% | 0% | -7% | i
CCCCOCCCNC(=O)c1cccs1 | 5%[11.4 µM] | . | . | -2% | 3%[11.4 µM] | 0.6%[0.0738 µM] | . | 20%[11.4 µM] | ? | 6%[9.17 µM] | .

# Only HBB splice mod, Ub-GFP proteasome and 4-MU autofl (two entries from above):
smiles	HBB splice mod	Ub-GFP proteasome	4-MU autofl
Cc1ccc(C)c(N2CCN(S(=O)(=O)c3ccc4c(c3)CCC(=O)N4)CC2)c1	-1.9%	-7%	i
CCCOc1ccccc1NC(=O)CC1Nc2ccccc2NC1=O (stereo unspecified)	0.7%	2%	?
